Screens from PubChem.
CBFb-RUNX1 inh – CBF-beta/RUNX1 interaction disruption; AlphaScreen CBFb-His/RUNX1-biotin binding, biochemical; Q01196+Q13951; 230,000 tested, under 10 active; Potency, µM (series often up to 59.8 µM), without a hit: top-dose activity, negative = inhibition, usual class: inhibitors; further: % of control where 0% means no effect
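Proteins preincubated together for 20 min at RT before compound addition; 15 min later, nickel and streptavidin beads were added and left 90 min prior to AlphaScreen measurement.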
LMNA splice mod – LMNA splicing modulation; HeLa LMNA splicing GFP/RFP minigene ratio, 48 h; Potency, µM (titrated, usually from 46.1 µM), without a hit: at the highest dose ratio change, negative = inhibition, usual class: inhibitors; 200,000 tested, 0.01% active; active means well fitted inhibition curve with a large enough effect in the signal ratio, with a control signal flat, not every such curve was filed as active; inconclusive means small, poorly fitted or top-dose-only effect, or effect the other way, or a change in a side signal; the % refers to the signal ratio; further: potency means the concentration at half of the fitted maximal effect; on the % scale 0 is the no-effect control and ±100 the full control effect
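Read-out is the ratio of GFP to DsRed2 object intensity, acquired by 488 nm laser-scanning cytometry on HeLa lamin A-EGFP minigene reporter cells. Compound incubation 48 hrs at 37 °C in Opti-MEM with 2% FBS; DMSO 0.5% final.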
NPSR antag – antagonists of human neuropeptide S receptor cAMP signaling; Potency, µM (top dose mostly 38.3 µM), for the others: top-dose activity change, negative = inhibition, usual class: inhibitors; AID 1461; Q6W5P4; 220,000 tested, 1% active; CHO-NPSR cells, cAMP TR-FRET, antagonist mode; further: potency means the concentration at half of the fitted maximal effect; on the % scale 0 is the no-effect control and ±100 the full control effect; nearly all actives have a fitted effect of over 50% in size; many of its hits are not listed in these tables
Target sequence (Q6W5P4 whole entry, looked up): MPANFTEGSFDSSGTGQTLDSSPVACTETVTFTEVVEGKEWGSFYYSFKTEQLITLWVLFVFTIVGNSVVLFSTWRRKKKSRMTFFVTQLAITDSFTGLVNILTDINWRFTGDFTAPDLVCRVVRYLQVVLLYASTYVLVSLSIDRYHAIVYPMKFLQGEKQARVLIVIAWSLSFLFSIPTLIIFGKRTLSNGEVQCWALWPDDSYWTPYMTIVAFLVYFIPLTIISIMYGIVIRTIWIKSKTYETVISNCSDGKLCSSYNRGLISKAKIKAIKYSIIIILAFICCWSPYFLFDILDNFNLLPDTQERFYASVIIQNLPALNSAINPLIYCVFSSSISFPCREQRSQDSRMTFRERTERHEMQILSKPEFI
IMPase Li inh – IMPase inhibition in cells with lithium potentiation. Potency, µM (series often up to 59.4 µM), for the others: at the top dose activity, negative = IMPase inhibition, hits mostly inhibitors. CHO-M1 cells, IP1 TR-FRET (IP-One), carbachol + lithium. AID 1457. 210,000 tested, 0.35% active;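 further: IP1 builds up when IMPase is blocked and the TR-FRET signal falls; potency means the concentration at half of the fitted maximal effect; plate controls were basal vehicle for no effect and high inhibitor control for full effect; nearly all actives have a fitted effect of over 50% in size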
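CHO cells stably expressing M1 receptor (2000/well) were cultured 16–30 h, then exposed to compounds with a small lithium addition for 30 min at 37C. IP1 was measured by TR-FRET competition; AC50 from Hill fits.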
GLA spleen mod – inhibits or activates alpha-galactosidase in human spleen homogenate; P06280; human spleen homogenate, 4MU-alpha-Gal fluorescence, 40 min; Potency, µM (series often up to 80 µM), for the others: at the highest dose activity change, negative = inhibition, most hits filed as inhibitors; 240,000 tested, 0.008% active;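 further: potency means the concentration at half of the fitted maximal effect; 0% = enzyme with vehicle and -100% = no enzyme basal signal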
Target sequence (P06280 32-429 limits assumed): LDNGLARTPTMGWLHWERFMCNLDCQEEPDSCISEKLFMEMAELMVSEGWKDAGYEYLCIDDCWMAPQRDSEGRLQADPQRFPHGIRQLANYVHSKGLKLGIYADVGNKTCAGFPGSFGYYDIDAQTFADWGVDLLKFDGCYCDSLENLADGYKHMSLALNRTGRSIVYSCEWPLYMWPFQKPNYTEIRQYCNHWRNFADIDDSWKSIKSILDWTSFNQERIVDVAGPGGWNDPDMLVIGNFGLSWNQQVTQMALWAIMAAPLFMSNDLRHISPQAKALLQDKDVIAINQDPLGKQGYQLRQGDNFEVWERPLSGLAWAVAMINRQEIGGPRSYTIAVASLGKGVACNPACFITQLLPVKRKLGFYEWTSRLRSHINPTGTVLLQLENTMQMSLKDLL
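Human spleen homogenate (1 ug) was the enzyme source, with 4-methylumbelliferyl-alpha-D-galactopyranoside (1 mM final) in pH 5.0 citrate buffer with 0.01% Tween-20. Compounds were titrated; after 40 min at 37C, NaOH/glycine stop, 4-MU fluorescence read; AC50 from Hill fits.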
Epigenetic reg – epigenetic control regulation, reporter derepression; murine LDR cells, GFP reporter derepression, 30 h; Potency, µM (titrated, usually from 53.9 µM), for the others: at the top dose GFP activation, hits mostly activators; 280,000 tested, 0.2% active; AID 1865; further: potency means the concentration at half of the fitted maximal effect; % of control where 0% means no effect; nearly all actives have a fitted effect of over 60% in size
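Murine LDR cells carrying a silenced, genomically integrated CMV-driven GFP reporter were exposed to compound for 30 hours at 37 C. After PBS washes, GFP-positive cells (20–120 um objects) were counted by laser-scanning microplate cytometry.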
Luc counter – counter-screen: inhibitors of Kinase-Glo firefly luciferase. Q27757. Kinase-Glo luciferase, ATP luminescence, 8 min. Potency, µM (titrated, usually from 38.3 µM), inactives show at the highest dose activity change, negative = inhibition, usual class: inhibitors. 200,000 tested, 0.28% active; further: potency means the concentration at half of the fitted maximal effect; on the % scale 0 is the no-effect control and ±100 the full control effect; nearly all actives have a fitted effect of over 60% in size
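Compound is pinned into ATP-containing buffer (10 uM ATP, imidazole pH 7.2, 7 mM MgCl2). Kinase-Glo luciferase reagent is then added. Light output is recorded following an 8-min room-temperature incubation.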
* marks the source's active call; other numbers are inactive results; [ ] = remark or other dose. Unless noted, the call rests on the fitted dose curve; in most records, active means well fitted curve in the direction sought with a large enough effect; inconclusive means small, poorly fitted or top-dose-only effect, or another doubt; inactive means no such curve, though single readings can be large; an effect the other way counts as inactive or inconclusive. This is a subset (hit frequency here may not be typical).

Screening O=C(CNC(=S)NC(=O)c1ccccc1Br)c1ccccc1 returned CBFb-RUNX1 inh -5%, NPSR antag 18%, IMPase Li inh -17%, GLA spleen mod 1% and Epigenetic reg -2.5%.
`CCc1ncc(C(O)c2cccc3ccccc23)n1C` (centres undefined) gave CBFb-RUNX1 inh -2%, LMNA splice mod 7%, NPSR antag 13%[46.1 µM], IMPase Li inh 24%[38.3 µM], GLA spleen mod -11%, Epigenetic reg -3.5% and Luc counter 0%.
For COc1ccc(Cl)cc1NC(=O)C(C)N1CCc2ccccc21 (centres undefined) the results were CBFb-RUNX1 inh 0%, LMNA splice mod inconclusive, NPSR antag -42%, IMPase Li inh 11%, GLA spleen mod 3%, Epigenetic reg -2.4% and Luc counter 4%.
Screening CC(C)(C)c1ccc(C(=O)Nc2sc3c(c2C(=O)O)CCC3)cc1 returned CBFb-RUNX1 inh 8%, NPSR antag 52%, IMPase Li inh -4%, GLA spleen mod -1%, Epigenetic reg -1.1% and Luc counter -1%.
For Cc1ccc(CNC(=S)NCc2ccncc2)cc1 the results were CBFb-RUNX1 inh 4%, NPSR antag 8%, IMPase Li inh 7%, GLA spleen mod 2%, Epigenetic reg -0.1% and Luc counter 1%.
Cn1c(Cl)nc2c1c(=O)n(Cc1cccc(Br)c1)c(=O)n2C was read as CBFb-RUNX1 inh 8%, LMNA splice mod -7%, NPSR antag -17%[46.1 µM], IMPase Li inh -1%, GLA spleen mod -2%, Epigenetic reg 0.0% and Luc counter 3%.
`Cn1cccc1C(=O)N1CCC2(CCCN(c3ncccn3)C2)CC1` gave IMPase Li inh 2%, GLA spleen mod -5% and Luc counter -2%.
CN1CCN(C2CC(=O)N(CCc3ccccc3)C2=O)CC1 (centres undefined) was read as CBFb-RUNX1 inh 7%, NPSR antag 9%, GLA spleen mod 16% and Epigenetic reg 0.1%.
For CCOC(=O)NC(=O)CSc1nnnn1-c1ccccc1 the results were CBFb-RUNX1 inh 1%, LMNA splice mod 8%, NPSR antag 0%[46.1 µM], IMPase Li inh 13%[38.3 µM], GLA spleen mod 8%, Epigenetic reg 2.2% and Luc counter 1%.
C/C(=N/NC(=O)CNc1ccc(Cl)cc1C)c1ccc(C)cc1 was read as CBFb-RUNX1 inh 2%, NPSR antag -52%, IMPase Li inh 8%, GLA spleen mod 9%, Epigenetic reg 1.2% and Luc counter 12%.
CCOC(=O)N1CCN(C(=O)CSc2ccc(-c3ccc(OC)cc3)nn2)CC1 was read as CBFb-RUNX1 inh 4%, LMNA splice mod 3%[46 µM], NPSR antag 12%, IMPase Li inh -1%, GLA spleen mod 0%, Epigenetic reg 0.0% and Luc counter -3%.
`C=C(NC(=O)C(=C)NC(=O)c1csc(C2=NC3c4csc(n4)C4NC(=O)c5csc(n5)C(C(C)(O)C(C)O)NC(=O)C5CSC(=N5)C(=CC)NC(=O)C(C(C)O)NC(=O)c5csc(n5)C3(CC2)NC(=O)C(C)NC(=O)C(=C)NC(=O)C(C)NC(=O)C(C(C)CC)NC2C=Cc3c(C(C)O)cc(nc3C2O)C(=O)OC4C)n1)C(N)=O` (centres undefined) gave CBFb-RUNX1 inh 0%, IMPase Li inh 17%, GLA spleen mod 1%, Epigenetic reg inconclusive and Luc counter -8%.
Screening COc1ccc(C(=O)Cc2cc(OC)c(OC)cc2C(=O)c2ccccc2F)cc1OC returned CBFb-RUNX1 inh 0%, LMNA splice mod 11%[46 µM], NPSR antag -34%, IMPase Li inh 11%, GLA spleen mod 6%, Epigenetic reg -1.1% and Luc counter -1%.
`Fc1ccccc1Nc1nc2c(s1)CCc1ccccc1-2` gave CBFb-RUNX1 inh -8%, LMNA splice mod inconclusive, NPSR antag -15%, IMPase Li inh 17%, GLA spleen mod 7%, Epigenetic reg -1.9% and Luc counter -20%.
For O=C(O)C1CCCN1S(=O)(=O)c1cccc2nsnc12 (centres undefined) the results were CBFb-RUNX1 inh 5%, LMNA splice mod 4%[46 µM], NPSR antag -5%, IMPase Li inh 3%, GLA spleen mod 0%, Epigenetic reg 1.1% and Luc counter 0%.
For Cc1cccc(OC(=O)c2cncc(Br)c2)c1 the results were CBFb-RUNX1 inh 1%, NPSR antag 2%, IMPase Li inh 1%, GLA spleen mod 0%, Epigenetic reg -2.4% and Luc counter -3%.
`COCCN1C(=O)c2ccc(C(=O)NCc3cccnc3)cc2C1=O` gave CBFb-RUNX1 inh 0%, LMNA splice mod 8%, NPSR antag 3%[46.1 µM], IMPase Li inh 20%[38.3 µM], GLA spleen mod -1%, Epigenetic reg -1.1% and Luc counter 0%.
`O/N=C1\CC2(Cc3nonc31)OCCO2` gave CBFb-RUNX1 inh 6%, LMNA splice mod 2%, NPSR antag -1%[46.1 µM], GLA spleen mod -5% and Epigenetic reg -7.8%.
OCCC1CN(Cc2ccc(Oc3ncccn3)cc2)CCN1Cc1ccc(F)c(F)c1 (centres undefined) was read as CBFb-RUNX1 inh 6%, NPSR antag 7%, GLA spleen mod 3% and Epigenetic reg 0.3%.
Screening CN(Cc1ncc[nH]1)Cc1cn(-c2ccccc2)nc1-c1ccc2c(c1)OCO2 returned CBFb-RUNX1 inh -10%, NPSR antag -6%, GLA spleen mod 3% and Epigenetic reg 2.1%.

Among those listed so far, these have an aryl methoxy group.
For COc1ccc(Cl)cc1NC(=O)C(C)N1CCc2ccccc21 (centres undefined) the results were CBFb-RUNX1 inh 0%, LMNA splice mod inconclusive, NPSR antag -42%, IMPase Li inh 11%, GLA spleen mod 3%, Epigenetic reg -2.4% and Luc counter 4%.
CCOC(=O)N1CCN(C(=O)CSc2ccc(-c3ccc(OC)cc3)nn2)CC1 was read as CBFb-RUNX1 inh 4%, LMNA splice mod 3%[46 µM], NPSR antag 12%, IMPase Li inh -1%, GLA spleen mod 0%, Epigenetic reg 0.0% and Luc counter -3%.
Screening COc1ccc(C(=O)Cc2cc(OC)c(OC)cc2C(=O)c2ccccc2F)cc1OC returned CBFb-RUNX1 inh 0%, LMNA splice mod 11%[46 µM], NPSR antag -34%, IMPase Li inh 11%, GLA spleen mod 6%, Epigenetic reg -1.1% and Luc counter -1%.

(next part)
Screening Cc1ccsc1C(=O)OCC(=O)NCCC1=CCCCC1 returned CBFb-RUNX1 inh 15%, LMNA splice mod -9%, NPSR antag -1%[46.1 µM], IMPase Li inh 1%, GLA spleen mod -1%, Epigenetic reg 1.0% and Luc counter 2%.
`Cc1nc(Nc2ccc(C(=O)O)cc2)sc1-c1ccccc1` gave CBFb-RUNX1 inh 2%, NPSR antag -29%, IMPase Li inh -12%, GLA spleen mod -12%, Epigenetic reg 8.8% and Luc counter 1%.
Screening CCCCCCCCC returned CBFb-RUNX1 inh 12%[21.7 µM], IMPase Li inh 11% and GLA spleen mod 1%.
Screening Cc1c(N2C(=O)/C(=C\c3ccccc3O)SC2=S)c(=O)n(-c2ccccc2)n1C returned CBFb-RUNX1 inh -1%, NPSR antag inconclusive, GLA spleen mod 3% and Epigenetic reg -1.2%.
`CCN(CC(=O)Nc1cccc(OC)c1)CC(=O)Nc1ccc(C)cc1Cl` gave CBFb-RUNX1 inh 0%, NPSR antag 1%, IMPase Li inh 0%, GLA spleen mod 5%, Epigenetic reg 1.1% and Luc counter -2%.
`NC(=NC1CCCCC1)c1ccc([N+](=O)[O-])cc1` gave CBFb-RUNX1 inh -5%, LMNA splice mod 9%, NPSR antag -13%[46.1 µM], IMPase Li inh 26%[38.3 µM], GLA spleen mod 3%, Epigenetic reg -0.1% and Luc counter -3%.
`COC(=O)CNS(=O)(=O)c1ccc(OC)cc1` gave CBFb-RUNX1 inh 0%, LMNA splice mod 21%, NPSR antag -3%[46.1 µM], IMPase Li inh 0%[38.3 µM], GLA spleen mod -3%, Epigenetic reg -1.1% and Luc counter 1%.
Screening CC1(C)C(=O)Nc2ccccc2N1C(=O)COc1ncnc2c(Cl)cc(Cl)cc12 returned CBFb-RUNX1 inh 1%, LMNA splice mod -12%, NPSR antag -12%[46.1 µM], GLA spleen mod inconclusive and Epigenetic reg 4.1%.
O=C(Nc1nnc(SCc2ccc(F)cc2)s1)C1Cc2ccccc2CN1C(=O)c1ccco1 (centres undefined) was read as CBFb-RUNX1 inh -18%, LMNA splice mod 6%, NPSR antag -17%[46.1 µM], IMPase Li inh -9%[38.3 µM], GLA spleen mod 3%, Epigenetic reg -3.4% and Luc counter -1%.
For O=C(CN(C(=O)c1ccccc1Cl)C1CCCCC1)Nc1ccc(Cl)c([N+](=O)[O-])c1 the results were CBFb-RUNX1 inh -5%, LMNA splice mod -1%, NPSR antag inconclusive, IMPase Li inh 10%[38.3 µM], GLA spleen mod 0%, Epigenetic reg -1.1% and Luc counter 1%.
Screening Cc1cc(C)cc(NC(=O)C(=O)NCC2CCCO2)c1 (centres undefined) returned CBFb-RUNX1 inh -1%, NPSR antag 0%, IMPase Li inh -7%, GLA spleen mod 7%, Epigenetic reg 0.1% and Luc counter -5%.
For O=C(Nc1cn(-c2ccccc2)nc1-c1ccc(Cl)cc1)c1ccccc1 the results were CBFb-RUNX1 inh 0%, LMNA splice mod inconclusive, NPSR antag -41%, IMPase Li inh 6%, GLA spleen mod 0%, Epigenetic reg 0.1% and Luc counter 3%.
O=C(CSc1nnc(Cn2c(=O)sc3ccccc32)n1-c1ccccc1)N1CCCC1 was read as CBFb-RUNX1 inh 1%, LMNA splice mod 1%, NPSR antag 3%[46.1 µM], IMPase Li inh 11%, GLA spleen mod -1%, Epigenetic reg -1.0% and Luc counter 2%.
Screening Cc1cc(Nc2cccc(C)c2C)n2ncnc2n1 returned CBFb-RUNX1 inh 4%[2.36 µM], LMNA splice mod -1%, NPSR antag 10%, IMPase Li inh 7%, GLA spleen mod 2%, Epigenetic reg -2.5% and Luc counter 2%.

Among those listed so far, two have a thiophene ring, fused or not:
Screening CC(C)(C)c1ccc(C(=O)Nc2sc3c(c2C(=O)O)CCC3)cc1 returned CBFb-RUNX1 inh 8%, NPSR antag 52%, IMPase Li inh -4%, GLA spleen mod -1%, Epigenetic reg -1.1% and Luc counter -1%.
Screening Cc1ccsc1C(=O)OCC(=O)NCCC1=CCCCC1 returned CBFb-RUNX1 inh 15%, LMNA splice mod -9%, NPSR antag -1%[46.1 µM], IMPase Li inh 1%, GLA spleen mod -1%, Epigenetic reg 1.0% and Luc counter 2%.
